HTRA1 inhibitor: blocks human HTRA1 serine peptidase; recombinant HTRA1, FP-rhodamine activity-based probe, fluorescence polarization; inhibition, % at 5.96 µM; actives 0.5% (n = 340,000); AID 504803; in the data active = inhibition above about 36%;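 note: 0% = enzyme with DMSO and 100% = wells lacking enzyme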
Target sequence (Q92743 whole entry, looked up): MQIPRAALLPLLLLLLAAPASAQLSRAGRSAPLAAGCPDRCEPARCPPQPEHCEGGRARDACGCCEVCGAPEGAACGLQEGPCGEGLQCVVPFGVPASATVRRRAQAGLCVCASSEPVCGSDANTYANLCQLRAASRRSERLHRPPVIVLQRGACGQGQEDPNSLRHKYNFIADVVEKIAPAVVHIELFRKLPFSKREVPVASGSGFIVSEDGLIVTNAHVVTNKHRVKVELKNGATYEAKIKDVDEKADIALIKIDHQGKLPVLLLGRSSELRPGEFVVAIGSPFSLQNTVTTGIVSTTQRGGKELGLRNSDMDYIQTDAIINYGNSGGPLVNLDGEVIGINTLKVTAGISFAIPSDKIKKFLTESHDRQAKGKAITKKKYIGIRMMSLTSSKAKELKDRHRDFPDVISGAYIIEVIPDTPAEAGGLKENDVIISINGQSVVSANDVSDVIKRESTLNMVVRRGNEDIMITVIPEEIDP
UHRF1 binding: UHRF1 methyl-DNA binding inhibition. inhibition, % at 4.4 µM. Q96T88. actives 0.75% (n = 370,000). AID 687016. UHRF1 binding to methylated oligo, TR-FRET; in the data active = inhibition above about 21%;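 note: UHRF1 SRA domain binding a hemimethylated CpG hairpin DNA probe; 0% = median of test compound wells and 100% = reference inhibitor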
ABHD4 inh: inhibitors of mouse ABHD4 | AID 720543 | actives 0.54% (n = 370,000) | purified mABHD4, FP-Rh probe fluorescence polarization | Q8VD66 | inhibition, % at 8.92 µM;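 active = inhibition exceeding the mean over every tested compound plus 3 SD, cut at about 30% in these data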;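 note: 0% = plate median of compound wells and 100% = S159A mutant with DMSO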
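Material: mouse ABHD4 enzyme, wild type; Benchmarks: S159A mutant high control, sample median low control; Buffer or medium: HEPES pH 7.0, NaCl, Pluronic buffer; Signal: fluorescence polarization; Read-out: percent inhibition of probe binding, normalized to plate controls; Timing: pre-incubation 45 min, probe exposure 60 min, at 25 °C; Dosing: 8.92 µM, single dose.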
TCR-CD3 inh: blocks the human TCR-CD3 interaction. TAMRA-labeled TCR probe fluorescence, biochemical. inhibition, % at 9.4 µM. actives 0.37% (n = 360,000). AID 651800; in the data active = inhibition above about 19%;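 note: recombinant mutant TCR 2C K166C tagged with TAMRA read by polarization; 0% = receptor in buffer alone and 100% = receptor with positive control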
PG9 binder: binds the HIV-1 gp120 antibody PG9. TR-FRET gp120-PG9 antibody binding. inhibition, % at 6.7 µM. actives 0.43% (n = 360,000). AID 624416; in the data active = inhibition above about 8.5%
NR1D1 modulator: modulates human Rev-erb alpha binding to DNA; activity, % at 10 µM; actives 0.79% (n = 370,000); P20393; AID 1259318; Rev-erbα–FITC-DNA binding, fluorescence polarization, 90 min;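 active = activity above about 14%, limit read from the data; passing the limit was not always enough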;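 note: 0% = DMSO wells with 35 nM protein and 100% = DMSO wells with 750 nM protein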
MBD2 inh: inhibitors of human MBD2 binding to methylated oligonucleotide. Q9UBB5. TR-FRET. inhibition, % at 4.4 µM. actives 0.31% (n = 370,000). AID 686964; in the data active = inhibition above about 13%
Target sequence (Q9UBB5 whole entry, looked up): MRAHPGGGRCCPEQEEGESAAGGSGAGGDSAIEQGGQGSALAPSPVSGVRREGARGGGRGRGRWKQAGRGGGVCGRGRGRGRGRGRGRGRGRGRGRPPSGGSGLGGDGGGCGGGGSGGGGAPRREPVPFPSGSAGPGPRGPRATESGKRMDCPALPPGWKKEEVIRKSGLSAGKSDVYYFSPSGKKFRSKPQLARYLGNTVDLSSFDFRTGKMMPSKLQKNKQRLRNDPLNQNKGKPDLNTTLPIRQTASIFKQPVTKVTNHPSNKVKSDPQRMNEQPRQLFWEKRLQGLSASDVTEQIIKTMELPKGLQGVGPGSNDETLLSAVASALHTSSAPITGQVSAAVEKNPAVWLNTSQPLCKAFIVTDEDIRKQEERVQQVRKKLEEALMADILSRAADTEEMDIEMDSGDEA
rCAG binder: binds r(CAG) RNA repeats. inhibition, % at 3 µM. actives 1.3% (n = 370,000). AID 651821. r(CAG) RNA repeat, TO-PRO-1 dye displacement fluorescence;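 active = inhibition above the plate cutoff, the mean of all test compounds on that plate plus 3 SD, cut at about 35% in these data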;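 note: 0% = DMSO alone and 100% = 100 µM mitoxantrone as full dye displacement; higher means more dye released from RNA so lower well fluorescence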
PRMT1 inh: blocks human protein arginine methyltransferase 1. AID 652257. inhibition, % at 2.79 µM. recombinant PRMT1, activity-based probe fluorescence polarization. actives 1.3% (n = 370,000);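 active = inhibition above about 21% made by adding two undisclosed values, limit read from the data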
LEDGF integ inh: blocks HIV-1 LEDGF/p75-dependent DNA integration; inhibition, % at 3.7 µM; TR-FRET IN-LEDGF/p75 DNA integration, Eu/Cy5; actives 0.64% (n = 370,000);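 active = inhibition above the screen-wide mean plus 3 SD, cut at about 13% in these data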;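 note: signal is the Cy5 over europium emission ratio at 671 and 618 nm; 0% = plate median of compound wells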
* hit, by the source's call; nt = not tested or not shown.

SMILES	HTRA1 inhibitor	UHRF1 binding	ABHD4 inh	TCR-CD3 inh	PG9 binder	NR1D1 modulator	MBD2 inh	rCAG binder	PRMT1 inh	LEDGF integ inh
CSc1cccc(NC(=O)COC(=O)C2CCN(S(=O)(=O)c3ccccc3)CC2)c1	-23.5	11.2	-6.3	-4.1	-1.2	14.6	4.5	2.3	-2.2	-0.8
COc1c2ccoc2nc2c(OC)c(O)ccc12	-4.7	-3.9	1.3	-9.8	-0.5	-4.6	-2.3	0.6	6.7	-6.3
Fc1ccc(Nc2nc(-c3cccnc3)cs2)cc1	-2.0	2.9	13.6	8.1	-0.3	-4.4	-1.9	-1.8	-0.8	-3.7
COCO[C@@H]1CC(CO)=C[C@H]2OCO[C@H]21	nt	0.0	4.8	nt	nt	-4.6	-0.7	nt	-6.0	-0.1
O=C(NC1CCSC1=O)c1ccc(Oc2cccc(C(F)(F)F)c2)nc1 (configuration not stated)	-4.2	-1.5	0.9	-6.8	-1.0	3.5	2.9	-3.6	-1.7	0.8
O=C(CSCc1ccc(Cl)cc1)N/N=C/c1ccccc1	-13.7	2.4	-4.1	3.2	-1.0	2.3	-4.8	1.0	0.5	-2.1
O=C(CN1C(=O)NC(CCc2ccccc2)C1=O)Nc1ccc(F)c(F)c1F (configuration not stated)	-2.2	-2.7	1.5	3.4	2.0	6.6	1.4	2.0	0.2	-0.5
Cc1c(-n2c(SCC(=O)NC(C)C(C)C)nc3ccccc3c2=O)c(=O)n(-c2ccccc2)n1C (configuration not stated)	1.7	-1.0	-7.0	1.4	-1.0	8.0	-2.7	-5.7	-1.2	-0.7
CC1CCCCN1CCCNC(=O)c1cc(Br)c(Br)[nH]1 (configuration not stated)	-0.9	17.3	5.7	0.0	1.3	-8.0	8.2	-1.9	-0.5	-3.8
Cc1csc2nc(CCNS(=O)(=O)c3ccc4c(c3)OCCO4)cn12	0.2	1.3	-1.8	2.9	-1.2	2.9	-1.4	7.4	3.0	2.2
CN(C(=S)NCCN1CCOCC1)C(c1ccccc1)c1ccccc1	-3.8	-0.5	6.5	8.4	-1.8	1.1	1.0	-7.7	1.6	2.6
Cn1c(=O)oc2cc(S(=O)(=O)Nc3ccc(C(=O)O)cc3)ccc21	5.1	2.5	-8.7	-1.8	-0.8	1.2	1.7	3.2	0.1	1.9
Cc1cc(N2CCN(C)CC2)nc2ccc(NC(=S)N3CCCCCC3)cc12	4.1	-1.2	1.0	2.6	-0.2	1.4	-5.2	-5.7	-3.5	-1.3
CN(C)CC[n+]1ccc(C(=O)c2ccccc2)cc1	3.5	5.7	-8.2	1.3	-1.9	1.5	-4.2	-3.2	-2.7	0.6
Cc1nn(Cc2ccccc2)c(Cl)c1/C=C/C(=O)OCC(=O)N(C)C1CCS(=O)(=O)C1 (configuration not stated)	-3.8	-2.8	-5.7	-0.9	-3.0	0.8	5.2	-4.2	1.3	4.5
COc1ccc(Br)cc1C(=O)Nc1ccc(O)cc1	1.7	-3.8	4.4	-3.9	1.6	3.5	0.0	1.9	2.2	0.5
COCCNC(=S)NNc1ccc(Cl)c(C(=O)O)c1	2.0	0.7	7.6	-0.5	-0.8	-6.6	3.1	0.4	4.3	-1.6
COc1ccc(CCn2c(N)c(C(=O)NCc3ccco3)c3nc4ccccc4nc32)cc1OC	-20.8	-10.0	-1.6	2.5	-0.9	0.4	-7.0	10.7	5.2	-2.6
O=C1C=CC(n2cc(F)c(=O)[nH]c2=O)O1 (configuration not stated)	5.1	6.2	10.7	0.4	1.2	3.2	7.9	1.1	-0.5	2.1
Cc1ccn(CC(=O)N2CCCC(N3CCN(c4cccc(Cl)c4)CC3)C2)n1 (configuration not stated)	-2.9	-1.6	-4.4	-0.9	-1.2	4.6	-4.4	-8.0	-4.8	4.0
O=C(c1ccc(NC(=S)Nc2ccc(F)cc2F)cc1)N1CCOCC1	2.0	1.4	-7.1	-0.7	-0.8	0.1	-3.3	-1.3	-0.6	1.2
O=c1[nH]c(C2CCN(S(=O)(=O)c3ccccc3F)CC2)nc2c1nnn2Cc1ccc2c(c1)OCCO2	-1.8	-0.9	-2.1	9.6	-3.0	-3.1	-2.1	1.8	-6.7	-4.0
COc1cc(C(=O)O)ccc1OCc1ccccc1	nt	2.1	4.2	-3.8	-2.6	-6.7	1.7	2.2	-0.7	-3.5
CCOC(=O)Cn1c(Br)nc2c1c(=O)[nH]c(=O)n2C	-4.8	4.2	1.3	3.5	0.6	-4.9	3.0	-5.4	0.8	-6.3
NC(=S)c1ccc(OCCCc2ccccc2)cc1	-3.7	-0.7	0.8	-1.3	-0.8	2.8	-2.8	1.6	2.7	1.3
COc1cc(NC(=O)c2ccccc2)c(OC)cc1NC(=O)CN1CCCCC1	-2.9	-1.9	-6.3	-2.1	-1.4	3.4	0.2	-5.0	0.7	-2.4
CCc1ccccc1S(=O)(=O)c1c(C)cc(C)nc1Cl	-3.7	1.6	-4.2	-6.1	0.2	4.3	4.1	-4.9	3.6	1.3
O=C(CN1C(=O)c2ccccc2S1(=O)=O)Nc1ccon1	-3.6	-2.9	2.0	7.4	-0.3	-4.9	-3.2	1.4	-4.7	-0.4
Cc1cccc(NC(=O)CNC(=O)CN2C(=O)NC3(CCCCC3C)C2=O)c1C (configuration not stated)	1.7	0.6	-2.9	-4.9	0.6	-1.8	-0.1	0.1	-1.6	1.6
O=C(NNC(=O)c1ccncc1)Nc1ccc([N+](=O)[O-])cc1	2.7	2.3	-0.8	-6.8	-0.4	-5.7	-1.1	2.0	1.7	-0.5
COCCCN(C(=S)Nc1cc(C)cc(C)c1)C(C)c1ccncc1 (configuration not stated)	-1.0	4.8	-0.9	1.8	-1.3	-3.5	0.5	-0.6	-2.8	2.5
COc1ccccc1N1CCN(C(=O)CSc2nnc(C)n2C2CC2)CC1	3.5	2.9	6.5	-5.6	0.4	5.9	-3.8	-3.7	2.2	-8.9
Cc1ccc(S(=O)(=O)N=S(CCO)CCO)cc1	2.6	2.0	-4.7	-1.2	-2.0	-6.1	-3.3	1.4	-2.6	-3.4
COc1ccc(C(=O)/C=C/C(=O)N(Cc2ccc3c(c2)OCO3)C(C(=O)NC2CCCCC2)c2ccncc2)c(O)c1 (configuration not stated)	-42.1	3.2	-5.0	-5.3	0.1	1.0	-1.5	0.7	0.6	0.8
Cc1ccc(NC(=O)c2cc(S(=O)(=O)N3CCCCC3)ccc2N2CCOCC2)cc1F	-0.5	0.6	-2.2	0.1	-0.6	7.5	-0.5	-0.3	-0.5	-1.2
OCC1(c2cc(C(F)(F)F)n[nH]2)CCCCC1	-5.3	-1.2	-6.0	2.3	-1.6	-1.3	1.3	0.6	-3.4	-0.5
CCOC(=O)C1(c2ccccc2)CCCNC1=O (configuration not stated)	1.0	2.3	-2.2	-6.6	-0.1	2.7	6.5	-0.1	0.3	-2.3
COc1ccc(C)cc1NC(=O)CN1CCN(CC(=O)Nc2ccccc2F)CC1	-4.9	-2.4	1.1	6.9	-0.2	-2.9	-3.5	-3.4	-2.1	-0.6
Cc1noc(C)c1CSc1nnc(-c2cc(Cl)ccc2Cl)n1N	3.4	-2.4	5.0	-6.9	-1.5	-5.4	3.4	-4.2	2.6	-0.9
Cc1csc(SCC(=O)Nc2c(C)n(C)n(-c3ccccc3)c2=O)n1	1.3	-0.6	2.6	-0.3	-4.8	-2.1	1.7	-1.7	-0.8	-2.4
CCOC(=O)[C@H]1[C@H]2COc3ccc(Br)cc3[C@@H]2N2C(=O)N(c3ccc(F)cc3)C(=O)[C@@]12C	-43.5	-3.0	-25.2	5.8	-0.8	-3.0	-3.8	-0.6	1.7	0.3
Cc1cn([C@H]2C[C@H](O)[C@@H](CNCc3cc(Cl)ccc3OCc3ccc(Cl)cc3)O2)c(=O)[nH]c1=O	-6.2	-2.3	4.4	4.8	1.0	10.8	2.0	0.3	-1.3	-4.2
COc1ccc(S(=O)(=O)Nc2cc(C)on2)cc1OC	1.5	-0.8	-1.9	-7.0	1.5	-2.3	3.1	-1.4	3.4	-4.6
c1cnc2ccc3c(c2c1)COCO3	9.1	0.7	-8.2	1.4	-0.2	-11.1	2.0	2.4	-1.8	4.4
CCc1ccccc1NC(=O)C1NC(=O)CC1c1ccccc1 (configuration not stated)	-0.6	0.1	-3.5	-8.9	1.0	0.7	0.3	-1.8	3.5	0.2
Cc1coc2c1c(C)cc1oc(=O)c(CC(=O)NCCC(=O)O)c(C)c12	-7.8	-0.6	-0.5	7.7	1.2	0.9	-2.7	6.1	-1.2	-3.1
O=C(NC(c1ccc(Cl)cc1)c1cnccn1)C1CCN(Cc2ccc(Cl)cc2)CC1 (configuration not stated)	nt	0.2	0.5	-3.2	0.0	7.4	1.3	0.9	-3.2	2.8
CCC(C)NS(=O)(=O)c1cccs1 (configuration not stated)	-0.9	0.8	-0.6	-4.5	-1.0	3.5	2.8	-2.9	-0.6	-0.5
O=C(NCCN1CCC(n2c(=O)[nH]c3ccccc32)CC1)c1ccccc1Cl	nt	1.1	5.3	-0.5	-0.5	-1.2	2.4	1.0	-1.5	2.6
Cc1ccc(N2CC(C(=O)N3CCN(Cc4ccc5c(c4)OCO5)CC3)CC2=O)cc1 (configuration not stated)	1.0	-1.1	6.2	5.8	-1.6	-2.6	-1.2	-3.3	-2.9	-2.9

Further results follow.
SMILES	HTRA1 inhibitor	UHRF1 binding	ABHD4 inh	TCR-CD3 inh	PG9 binder	NR1D1 modulator	MBD2 inh	rCAG binder	PRMT1 inh	LEDGF integ inh
COC(=O)Cn1c(=O)c2c(n(Cc3ccccc3)c1=O)N/C(=C/c1ccc(OC)cc1)C2=O	-1.2	-1.2	0.9	0.2	-2.1	7.6	1.6	74.6*	2.5	-2.3
Cc1ccccc1NC(=O)NC(N)=O	3.4	6.7	3.8	-2.4	1.0	0.4	-2.1	-1.4	3.0	-6.0
COc1ccc(C(=O)N2CCC(NC(=O)C(Cc3ccccc3OC)NC(C)=O)CC2)cc1 (configuration not stated)	7.8	-2.2	1.5	7.0	-0.2	1.8	-1.5	-6.0	0.2	1.1
CC(=O)N/N=C(\C)c1ccc(Br)cc1Br	2.3	-1.9	4.0	2.4	-0.4	1.9	-4.0	-0.9	-2.0	-0.8
O/N=C/CCn1c(=S)sc2ccccc21	4.7	-1.3	0.1	-3.8	0.6	-0.7	-3.5	0.6	-3.5	1.1
O=[N+]([O-])c1ccc(C=NN=Cc2ccc([N+](=O)[O-])cc2)cc1	-1.2	-1.2	3.0	0.9	0.9	8.5	2.4	1.5	1.0	-2.2

Single records (already shown):
COc1ccc(C(=O)N2CCC(NC(=O)C(Cc3ccccc3OC)NC(C)=O)CC2)cc1 (configuration not stated) is entered as HTRA1 inhibitor: 7.8; UHRF1 binding: -2.2; ABHD4 inh: 1.5; TCR-CD3 inh: 7.0; PG9 binder: -0.2; NR1D1 modulator: 1.8; MBD2 inh: -1.5; rCAG binder: -6.0; PRMT1 inh: 0.2; LEDGF integ inh: 1.1
COC(=O)Cn1c(=O)c2c(n(Cc3ccccc3)c1=O)N/C(=C/c1ccc(OC)cc1)C2=O is entered as HTRA1 inhibitor: -1.2; UHRF1 binding: -1.2; ABHD4 inh: 0.9; TCR-CD3 inh: 0.2; PG9 binder: -2.1; NR1D1 modulator: 7.6; MBD2 inh: 1.6; rCAG binder: 74.6*; PRMT1 inh: 2.5; LEDGF integ inh: -2.3

Only part of the results is shown, so the mix of outcomes need not match the whole.
